TTR transcr act – TTR transcription activation, primary screen; SH-SY5Y TTR promoter Gaussia luciferase, luminescence; 100% = recombinant luciferase protein wells; activation, % at 16.7 µM; 92,000 compounds, 1.3% hits; AID 1117267;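 active = activation above the mean of all tested compounds plus 3 SD, cut at about 9.5% in these data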;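 note: cells exposed to compounds for one day before reading; 0% = median of all test compound wells on the plate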
* hit, by the source's call. Some of the compounds tested; count on the stated rates, not on these rows.

SMILES	TTR transcr act
COc1ccc(NC(=O)CSCc2cc(=O)n3cc(C)sc3n2)cc1	-0.4
Brc1ccc(/C=N/Nc2ccccc2)cc1	0.1
CCC(NC(=O)CC[C@H]1O[C@@H](n2cc(C)c(=O)[nH]c2=O)C[C@@H]1O)c1ccccc1 (some centres not stated)	3.7
C/C(=N\NC(=O)c1cccnc1)c1cccc([N+](=O)[O-])c1	1.7
COc1ccc(NC(=O)Oc2ccccc2)cc1Cl	3.5
O=C(CCCOc1ccc(Cl)cc1)NCCc1ccccc1	0.5
COc1cccc(NC(=S)N(CCc2c(C)[nH]c3ccccc23)Cc2ccco2)c1	-1.2
Cc1ccc2c(CC(=O)NCC3(N4CCOCC4)CCCCC3)coc2c1C	0.1
Cc1ccc(S(=O)(=O)N2CCN(Cc3cccc(F)c3)CC2)cc1	0.9
O=C(/C=C/c1ccccc1)N1CCN(c2cccc(Cl)n2)CC1	2.6

3 records picked at random from those above, as already listed:
SMILES	TTR transcr act
Brc1ccc(/C=N/Nc2ccccc2)cc1	0.1
COc1cccc(NC(=S)N(CCc2c(C)[nH]c3ccccc23)Cc2ccco2)c1	-1.2
COc1ccc(NC(=O)Oc2ccccc2)cc1Cl	3.5

The results go on:
SMILES	TTR transcr act
COc1ccccc1N(CC(O)COc1ccc(C)cc1)S(=O)(=O)c1ccccc1 (configuration not stated)	-1.2
Cc1cc2nnc(SCc3ccccc3)n2c(N)n1	3.5
COc1ccc(NC(=O)N2CCN(C(=O)C(Cc3ccc(F)cc3)NC(C)=O)CC2)cc1 (configuration not stated)	-0.5
COc1ccccc1N1CCN(Cc2cc(=O)n3ccsc3n2)CC1	-2.7
Cc1nn(-c2ccccc2)c(C)c1NC(=O)COC(=O)CC(C)c1ccccc1 (configuration not stated)	-0.8
CC(C)c1nc(SCC(=O)NCc2ccccc2)n[nH]1	-3.0
Cc1cc(OCCN2CCCCC2)nc2ccccc12	-1.7
CCc1c(-c2ccc(F)cc2)ncn1Cc1cccc(-c2ccccc2)c1	1.4
O=C(Nc1nc2ccsc2c(=O)s1)c1ccc(F)cc1	-1.2
Cc1csc(C(C#N)C(=O)c2ccncc2)n1 (configuration not stated)	1.0
COC(=O)c1ccc(-n2ccnc2)cc1	1.6
CSc1nc(N)nc(SC2C=CCCC2)c1C#N (configuration not stated)	-0.9
COC(=O)[C@]12C[C@H](CC(=O)NCC3CCCCC3)C(=O)N(Cc3cccc4ccccc34)C1=C[C@H](COCc1ccccc1)O[C@@H]2C	1.6
O=C(NCc1ccccc1)c1ccc2c(c1)C(=O)N(Cc1ccncc1)C2=O	-0.1
Cn1c(N)c(C(=O)COC(=O)c2cc(S(=O)(=O)N3CCOCC3)ccc2F)c(=O)n(C)c1=O	-0.8
COc1cc(C(=O)NC2CCCC2)c(Br)c(OC)c1OC	3.0
O=C(c1ccc(Sc2ccc(F)cc2)c([N+](=O)[O-])c1)N1CCOCC1	-2.3
CN(C)/C=C/C(=O)c1cccc(C(F)(F)F)c1	-0.6
COCCn1c(SCC(=O)NNC(=O)c2cc(Cl)ccc2OC)nnc1-c1ccncc1	1.2
CCOC(=O)c1ccc(-c2ccc(CO)o2)cc1	1.8
Cc1cccc(N2CCN(C(=O)COc3cccc4c3OC(C)(C)C4)CC2)c1C	-1.6
CC(=O)c1sc(NC(=O)c2c(F)cccc2F)nc1-c1ccccc1	-2.3
c1ccc2c(c1)ccn2CCCN1CCCCC1	-0.5
Cc1ccc(S(=O)(=O)n2nc(-c3ccco3)nc2SCc2ccccc2)cc1	6.2
O=C(c1ccccc1)n1nc(-c2ccccc2)nc1NCc1ccco1	-0.1
CCc1ccc2c(CN3CCN(S(=O)(=O)c4ccccc4F)CC3)cc(=O)oc2c1	-2.3
O=C(CN1CCCCC1)Nc1ccc(S(=O)(=O)NC2CCCCC2)cc1	5.7
CCn1c2ccc(CC(=O)O)cc2c2cc(CC(=O)O)ccc21	0.4
COc1ccc(-c2c(-c3cc(OC)cc(OC)c3)n(C)c3ccc(-c4ccn[nH]4)cc23)cc1	-5.7
CC1(C)Cc2c(sc3c2c(=N)n(Cc2ccco2)c(=O)n3CC(=O)Nc2ccccc2)CO1	5.7

Compounds shown so far containing a thiophene ring, fused or not (two):
SMILES	TTR transcr act
O=C(Nc1nc2ccsc2c(=O)s1)c1ccc(F)cc1	-1.2
CC1(C)Cc2c(sc3c2c(=N)n(Cc2ccco2)c(=O)n3CC(=O)Nc2ccccc2)CO1	5.7

Further records follow.
SMILES	TTR transcr act
CCCCNC(=O)N1CCOCCOCCN(C(=O)NCCCC)CCOCCOCC1	-2.1
Cc1ccc(C)c(NS(=O)(=O)c2cc(C(=O)Nc3ccccc3-c3ccccc3)ccc2C)c1	-1.7
Cc1cc(=O)oc(C)c1C(=O)Nc1ccccc1F	-0.2
COc1ccc(NC(=O)CN2CCN(C3c4ccccc4-c4ccccc43)CC2)cc1	-2.5
O=C(CSc1ncnc2sc3c(c12)CCCCC3)NCc1ccco1	0.7
O=C(c1ccccc1SCc1ccccc1)N1CCCCCC1	-1.6
COc1ccc(CC(=O)N2CCN(c3ccccc3)CC2)cc1OC	5.7
O=C(NCc1ccco1)c1cc(S(=O)(=O)NC2CC2)ccc1Br	-1.1
COc1cccc(OCCOCC(O)CN2CCN(Cc3ccc(Cl)cc3)CC2)c1 (configuration not stated)	-1.1
O=S(=O)([N-]c1nc2ccccc2nc1-n1cc[n+](Cc2ccccc2)c1)c1ccc(Br)cc1	0.7
CCOC(=O)c1sc2nc(CSc3ccccc3)nc(N3CCC(C(N)=O)CC3)c2c1C	-0.6
CC1(C)CSC(C)(C)C(=O)N1	0.2
CCCN(CC(=O)Nc1ccccc1C)C(=O)c1ccc(S(=O)(=O)N2CCCCCC2)cc1	0.2
CCOC(=O)c1c(C)oc2c1C(=O)c1ccccc1C2=O	-4.8
Cc1ccc(-c2c(NC(=O)c3ccc(F)cc3)nc3ncccn23)cc1	-1.3
O=C(Nc1ccc2c(c1)OCO2)c1n[nH]c(=O)c2ccccc12	0.4
CC(C)c1ccc(Nc2nnns2)cc1	-1.0
Cn1c(=O)c2[nH]c(CCC3CCCC3)nc2n(C)c1=O	-1.1
CCC(C)(C)NC(=O)Cc1ccc(OC)c(OC)c1	3.1
Cc1ccc(C2CCN(C(=O)Nc3ccccc3)C2)cc1 (configuration not stated)	-1.0
COc1cc(/C=C/C(=O)OCC(=O)Nc2ccccc2Sc2ccc(Cl)cc2)ccc1O	-2.5
CCOc1ccc(NC(=O)CCc2nnc3ccc(N4CCN(C)CC4)nn23)cc1	-0.6
COC(=O)CCc1c(C)c(C(=O)c2cc(OC)c(OC)c(OC)c2)c2ccccn12	-1.2
COC(=O)c1ccc(OC(=O)CCN2C(=O)C3C4c5ccccc5C(c5ccccc54)C3C2=O)cc1 (configuration not stated)	-0.7
O=C1c2cccnc2C(=O)N1Cc1ccc(S(=O)(=O)NCc2ccco2)s1	-0.6
COCCCNc1nc2ccccc2nc1NS(=O)(=O)c1ccccc1	0.6
CCc1nnc(NC(=O)CC(CN(C)S(=O)(=O)c2ccccc2)c2ccccc2)s1 (configuration not stated)	1.0
COCCOc1cc(NC(=O)c2ccccc2)c(Cl)cc1Cl	0.9
CCOC(=O)c1c(C2CC2)csc1NC(=O)COC(=O)c1cc(OC)c(OC)cc1[N+](=O)[O-]	5.1
COc1cc2c(cc1OC)C1C(=O)c3cc(OS(C)(=O)=O)c(OC)cc3C1N(C)C2=O (configuration not stated)	2.5
O=C(COC(=O)CCc1nc2ccccc2s1)Nc1ccc(S(=O)(=O)N2CCOCC2)cc1	5.5
O=S(=O)(N/N=C\c1ccc(-c2ccccc2Cl)o1)c1ccccc1	0.8
C#Cc1ccc([C@H]2C=C(C(=O)NC3CC3)O[C@@H](OCC)[C@@H]2CCCO)cc1	-1.5
CC1(C)Cc2c(sc3c2c(N)nc(=S)n3Cc2ccccc2)CO1	0.2
Cc1cc(Nc2ccccc2C(=O)O)n(-c2ccc([N+](=O)[O-])cc2)n1	1.8
Cc1ccccc1N1CCN(CC(=O)Nc2nc(C)c(C(=O)N(C)C)s2)CC1	0.1
CC(=O)Nc1ccc2oc(-c3ccccc3Br)nc2c1	5.0
Nn1c(SCC(=O)NCC2CCCO2)nnc1-c1ccc(OC(F)F)cc1 (configuration not stated)	-2.0
C/C(=N\OC(=O)Nc1ccccc1)c1cnn(-c2cc(C(F)(F)F)cc(C)n2)c1C	1.3
CCOC(=O)c1ccc(NC(=O)CSc2nc(NC(=O)c3ccccc3)c3c(C)c(C)oc3n2)cc1	7.0
c1ccc(-c2ccc(-c3ccccc3)[nH]2)cc1	-0.8
COc1cc(OC)cc(C(=O)Nc2nc(-c3ccccc3)c(-c3ccccc3)o2)c1	-1.5
CNS(=O)(=O)c1cc(Br)ccc1S(=O)c1ccccc1C(=O)O (configuration not stated)	-1.5
O=[N+]([O-])c1ccc(Cc2cncc(O)c2)cc1	-1.4
c1ccc(-c2cc3c(nn2)CCc2nonc2-3)cc1	1.9
O=C(CCSc1ccccc1)N1CCOCC1	0.7
Cc1cccc(NNC(=O)c2c(F)cccc2Cl)c1	-0.6
COc1ccc(CC(NC(C)=O)C(=O)N2CCN(C(=O)Nc3ccc(Cl)cc3)CC2)cc1OC (configuration not stated)	-0.8
O=C(NCCc1ccccc1C(F)(F)F)C1CCC(=O)N(CCCN2CCCC2=O)C1 (configuration not stated)	0.7
CCN1CCN(S(=O)(=O)c2ccc3c(c2)NC(=O)CS3)CC1	2.0

Next entries follow:
SMILES	TTR transcr act
O=C1NC(c2ccccc2)=CC(c2ccccc2O)N1 (configuration not stated)	-2.6
O=C(CSc1nccc(=O)[nH]1)Nc1ccc2ccccc2c1	2.6
CS(=O)(=O)N1CCCC(C(=O)NCc2ccco2)C1 (configuration not stated)	3.9
O=C1c2cccc3cccc(c23)C(=O)N1Cc1ccco1	0.3
CC(C)NC(=O)N(O)C1N(Cc2ccc3c(c2)OCO3)C(=S)SC1(C)C (configuration not stated)	-7.9
CCN(CC)S(=O)(=O)c1ccc(-c2nnc(SC)o2)cc1	-1.0
CC[C@]1(C(=O)OC)[C@H]2C(=O)N(Cc3ccccc3)C(=O)[C@H]2[C@H]2CN=C(SCC(=O)c3ccccc3)N21	-0.5
CC(=O)Nc1cccc(-c2ccnc3c2CC(C(=O)NCC2CC2)O3)c1 (configuration not stated)	1.2
CCOc1cc(C(=O)OCC(=O)Nc2cccc(C)c2)ccc1OCC(=O)N1CCOCC1	-0.5
CC(=O)Nc1ccc(Cl)c(C(N)=O)c1	3.8
COc1cccc(-n2nnnc2SCC(=O)c2ccc(NC(C)=O)cc2)c1	2.5
CCOC(=O)c1cc(S(=O)(=O)NC2CCCCC2)cn1C	-0.8
CC1(C(=O)NCc2ccc(F)c(F)c2)Cc2c(-c3cccc(C(F)(F)F)c3)ccnc2O1 (configuration not stated)	1.4
O=C1C=C(c2cccc(CO)c2)C[C@@H](c2ccc3c(c2)OCO3)C1	-1.6
COc1ccc(CN2C(=O)c3ccccc3C2=O)cc1C(=O)N(C)CC(=O)Nc1ccc(F)cc1	2.0
CCCNC(=O)C1(C)CCN(C(=O)c2cccc(Cl)c2)C1 (configuration not stated)	-2.6
O=C(NCc1cccnc1)C1CCCN(S(=O)(=O)c2ccc(Br)cc2)C1 (configuration not stated)	-2.0
Cc1cccc(NCCC(=O)c2ccc([N+](=O)[O-])cc2)c1C	0.3
CCOC(=O)c1sc(NC(=O)CSc2ncccn2)nc1C	-0.1
NS(=O)(=O)c1ccc(NC(=O)COC(=O)c2cnccn2)cc1	0.9
CCOc1ccc(C(=O)NC(Cc2ccccc2)C(=O)OC)cc1 (configuration not stated)	3.4
COc1cc(OC)cc(C2C(C#N)=C(N)Oc3n[nH]c(-c4cccnc4)c32)c1 (configuration not stated)	-1.4
CN(C)S(=O)(=O)c1ccc(N2CCCC2)c(C(=O)Nc2nc(-c3ccc(F)c(F)c3)cs2)c1	-0.1
CC(C)OC(=O)C1C(=O)CC(C)(O)C(C(=O)OC(C)C)C1c1cccc([N+](=O)[O-])c1 (configuration not stated)	-1.0
Cc1c(-c2ccc(Cl)cc2Cl)nc2ccccc2c1C(=O)NCCN1CCOCC1	0.3
O=C(O)CCN1C(=O)C2C3CC(C2C1=O)C1C(c2ccccc2)c2sc(=O)[nH]c2SC31 (configuration not stated)	0.3
COc1cc(/C=C/C=C2/CC/C(=C/C=C/c3ccc(O)c(OC)c3)C2=O)ccc1O	-2.0
CCOC(=O)Cc1cc(=O)[nH]c(=O)[nH]1	-2.1
CCOC(=O)C1C(c2cc(OC)c(O)c(OC)c2)NC(=S)NC1(O)C(F)(F)F (configuration not stated)	4.0
CCN1CCN(C(CNS(=O)(=O)c2cccs2)c2cccnc2)CC1 (configuration not stated)	-0.5

Arranged by length of the SMILES (largest number first): 6 of the compounds above.
SMILES	TTR transcr act
CC(C)OC(=O)C1C(=O)CC(C)(O)C(C(=O)OC(C)C)C1c1cccc([N+](=O)[O-])c1 (configuration not stated)	-1.0
CN(C)S(=O)(=O)c1ccc(N2CCCC2)c(C(=O)Nc2nc(-c3ccc(F)c(F)c3)cs2)c1	-0.1
O=C(O)CCN1C(=O)C2C3CC(C2C1=O)C1C(c2ccccc2)c2sc(=O)[nH]c2SC31 (configuration not stated)	0.3
COc1cc(/C=C/C=C2/CC/C(=C/C=C/c3ccc(O)c(OC)c3)C2=O)ccc1O	-2.0
COc1cc(OC)cc(C2C(C#N)=C(N)Oc3n[nH]c(-c4cccnc4)c32)c1 (configuration not stated)	-1.4
CCOC(=O)Cc1cc(=O)[nH]c(=O)[nH]1	-2.1

Next section.
SMILES	TTR transcr act
COc1ccc(/C=N/NC(=O)c2cccnc2)cc1CN1CCN(c2ccc(F)cc2)CC1	6.5
Cc1c(NC(=O)NC2CCCCC2)cccc1[N+](=O)[O-]	-0.7
COc1ccc(C(CNC(=O)C(C)Sc2ccccc2)N2CCOCC2)cc1 (configuration not stated)	0.1
COc1cccc(OC)c1C(=O)Nc1ccncc1	3.1
Nc1c(C(=O)Nc2ccccc2)c2nc3ccccc3nc2n1CCCN1CCOCC1	-0.5
COc1ccc(/C=C/c2nnc(NC(=O)COc3cccc(C)c3)s2)cc1	0.8
COc1ccccc1-c1cn[nH]c(=S)n1	5.9

Looked up above.
COc1ccc(CC(NC(C)=O)C(=O)N2CCN(C(=O)Nc3ccc(Cl)cc3)CC2)cc1OC (configuration not stated) – TTR transcr act = -0.8
COc1cccc(-n2nnnc2SCC(=O)c2ccc(NC(C)=O)cc2)c1 – TTR transcr act = 2.5

Compound activity from PubChem BioAssay.
